Dynein cargo inh = inhibitors of GR-EGFP nuclear translocation, primary screen, dynein cargo transport inhibitor project, imaging, high-content, 3617.4 mouse cells; test concentration mostly 20 µM; stimulated with dexamethasone, 1 µM; hits give low values; z-score, hits read low; 220,000 compounds, 0.47% hits;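 active means plate z-score of nuclear minus cytoplasmic receptor signal below a set negative limit, without overly bright fluorescence or cell loss, cut at about -3.5 in these data, passing the limit was not always enough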;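 further: z-score of nuclear minus cytoplasmic ring GR-EGFP intensity difference per well; some compounds called inactive have numbers as strong as hits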
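medium = tetracycline-free induction medium containing charcoal-stripped FBS | probe or stimulus = dexamethasone, 1.0 µM final | timing = 48 h induction, then 1 h compound, then 30 min agonist, 37 °C | detection = automated 10x imaging of fixed Hoechst-stained cells | read-out basis = nuclear versus cytoplasmic GR-EGFP signal, averaged per well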
bCat nuc transl = modulators of beta-catenin nuclear translocation, primary screen, imaging, HeLa cells, immunofluorescence, high-content; nuclear translocation activity, % at 5 µM; 190,000 compounds, 0.3% hits;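 active means nuclear translocation activity above 50% at 5 µM, with a well cell count of 50 or more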;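 further: per-cell ratio of nuclear to cytoplasmic median beta-catenin stain intensity; plate controls were DMSO negative control for no effect and GSK-3 inhibitor IX positive control for full effect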
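assay system = human HeLa cells, endogenous beta-catenin | times = compound treatment 24 h, 37°C, 5% CO2 | detection = Anti-beta-catenin immunofluorescence on PFA-fixed, Triton-permeabilized cells, DAPI nuclei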
Ins promoter up = insulin promoter activators in MIN6 cells, imaging, high-content screening, mouse beta cells. MIN6 insulin promoter-GFP reporter; hits give high values. z-score at 5 µM. 190,000 compounds, 0.3% hits. AID 1625, 2009;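 active means z-score above 3 at 5 µM with at least 500 cells counted in the well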
ER stress rescue = rescue of cells from ER stress-induced death, primary screen, 384-well, CSM14.1, thapsigargin, ATP luminescence (AID 1222); one-dose cellular ATP content (survival), % at 20 µM; EC50 in µM for titrated hits; CSM14.1 thapsigargin-induced death rescue, ATP luminescence; higher % means a stronger effect; 190,000 tested, under 10 active;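 active means EC50 below 50 µM in the dose-response confirmation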;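 further: death triggered by thapsigargin at about 15 µM added after 2 h compound pretreatment; cell ATP read after overnight thapsigargin exposure of roughly 18 to 22 hours; normalized against plate controls of thapsigargin alone and 5% DMSO vehicle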
Hep lipid drop = inhibitors of hepatocyte lipid droplet formation, primary screen, imaging, high-throughput imaging, BODIPY stain; AML12 mouse hepatocytes, oleate lipid droplets; inhibition, % at 6.5 µM; 240,000 compounds, 0.4% hits; AID 1656, 2009;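 active means lipid droplet intensity inhibited by at least 50%, with more than 500 cells counted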
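Material – AML12 mouse liver cells · Also added – oleate loading, 100 µM · Compound dosing – 6.5 µM single-point dosing · Times – overnight treatment with compound plus oleate · Measured by – fluorescence imaging, 20x objective, two fields per well · Read-out – percent inhibition of filter-corrected integrated lipid droplet intensity per well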
Autophagy mod = autophagy modulators in MEF cells, primary screen, imaging, high-content, MEF GFP-LC3. calls only at 10 µM (by protocol). 190,000 compounds, 0.98% hits. MEF GFP-LC3 puncta imaging; test concentration mostly 10 µM;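 active means percentage of spot-positive cells more than 3 SD above its plate mean, without a fluorescence outlier flag or 80% toxicity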;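 further: spot-positive cell cutoff set from DMSO-treated cells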
MT stabilize HCS = microtubule stabilizers in HeLa cells, primary screen, imaging, high-content imaging; 200,000 compounds, 0.83% hits; % tubulin-high responders, % at 10 µM; HeLa tubulin immunostaining HCS, 24 h; share of cells brighter than vehicle mean+2SD;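 active means plate Z-score above 3 for both tubulin-high and condensed-nucleus cell shares, with cell loss under 80%, at 10 µM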;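 further: anti alpha tubulin signal scored within the nucleus-defined area of each cell; some results filed as inactive read as strong as hits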
WT yeast gro inh = growth inhibition of WT strain, primary screen, mitochondrial fusion inhibitor project, WT and mutant strains, chemical genetic; mitochondrial fusion phenotypic screen; inhibition, % at 10 µM; 190,000 compounds, 2.1% hits; AID 1362, 2008; in the data active means inhibition above about 58%; tested in S. cerevisiae
XIAP displacement = XIAP antagonists, biochemical, IAP family, fluorescence polarization (AID 1018). E3 ubiquitin-protein ligase XIAP (Homo sapiens). XIAP BIR domain, fluorescence polarization peptide displacement; higher % means a stronger effect. one-dose displacement, % at 20 µM; IC50 in µM for titrated hits. 200,000 compounds, 0.007% hits; in the data active means displacement above about 50%; further: a part of the inactive calls stands beside numbers as strong as those of hits
WT yeast gro inh mutant strain = second read-out of WT yeast gro inh, no call of its own (marks repeat the call); inhibition, %; mitochondrial fusion phenotypic screen, mutant strain inhibition
Dynein cargo inh cytoplasmic EGFP = also measured in Dynein cargo inh; calls as there; z-score; measured here: cytoplasmic GR-EGFP intensity; hits give high values
Dynein cargo inh nuclear GR-EGFP = further read-out of Dynein cargo inh, marked with its call; z-score; measured here: nuclear GR-EGFP intensity;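 lower value marks the stronger effect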
Dynein cargo inh cell count = recorded beside Dynein cargo inh, whose call it bears; z-score; measured here: cell count per field
Ins promoter up cell count = second read-out of Ins promoter up, no call of its own (marks repeat the call); cell count; measured here: cytotoxicity, nuclei count;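 total cells summed across four imaged fields per well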
Hep lipid drop cells 6.5 µM = also measured in Hep lipid drop; calls as there; cell count; measured here: cell count, cytotoxicity flag;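 cells counted across two imaged fields per well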
bCat nuc transl cell count 5 µM = second read-out of bCat nuc transl, no call of its own (marks repeat the call); cell count; measured here: cell count, cytotoxicity flag
MT stabilize HCS Hoechst-high % = also measured in MT stabilize HCS; calls as there; % Hoechst-high responders; measured here: nuclear condensation Hoechst responders;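 share of cells brighter than vehicle mean plus two SD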
MT stabilize HCS cytotoxicity % = second read-out of MT stabilize HCS, no call of its own (marks repeat the call); toxicity, %; measured here: cytotoxicity by cell density;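 0% = mean cell density of plate MIN control wells and 100% = no cells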
Autophagy mod cell loss 18 h = recorded beside Autophagy mod, whose call it bears; toxicity, %; measured here: cell loss, nuclei count;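 cell loss after 18 h compound exposure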
* = called active by the depositor; i = inactive; / = no result given; + = active, no number.

SMILES	Dynein cargo inh	Dynein cargo inh cytoplasmic EGFP	Dynein cargo inh nuclear GR-EGFP	Dynein cargo inh cell count	bCat nuc transl	bCat nuc transl cell count 5 µM	Ins promoter up	Ins promoter up cell count	ER stress rescue	Hep lipid drop	Hep lipid drop cells 6.5 µM	Autophagy mod	Autophagy mod cell loss 18 h	MT stabilize HCS	MT stabilize HCS Hoechst-high %	MT stabilize HCS cytotoxicity %	WT yeast gro inh	WT yeast gro inh mutant strain	XIAP displacement
CC(C)(C)C1C/C(=C/c2ccco2)C(=O)/C(=C/c2ccco2)C1 (stereo not drawn)	-6.6	34	0.21	0.19	1.5	974	-0.56	1311	-2.2%	-12	712	i	0	2.4	2.9	10	-5	-6	-9.3%
COc1cccc(-c2nnc(-c3ccc(C(F)(F)F)cc3)o2)c1OC	1.5	-0.25	0.72	-0.17	-1.0	1105	/	/	-3.3%	36	743	i	0	2.1	1.9	5.4	3	-6	-3.2%
O=C(CSc1nc2c(c(C(F)(F)F)n1)CCc1ccccc1-2)NCc1ccccc1	0.058	-0.027	0.14	0.058	1.0	1000	0.27	1038	-1.6%	12	578	i	-1	4.4	2.3	7.9	-13	3	-6.0%
C/C(=C\C(=O)c1ccc(Br)cc1)NCc1ccccc1	-0.65	-0.24	-0.51	0.72	/	/	0	849	-0.9%	16	763	i	-2	0.9	1.5	9.5	58	52	-7.5%
O=S(=O)(N1CCOCC1)n1nnc2ccccc21	0.021	-0.23	0.3	0.84	-0.8	1015	0.51	2044	-3.8%	-4	643	i	2	3.1	0.5	12	-5	-17	-0.4%
CCCn1nnc(NC(=O)c2ccc(OCC)c(Cl)c2)n1	1.4	-0.24	0.35	-1.3	-1.6	1143	0.75	1144	2.4%	0	818	i	4	5.1	1.9	4.2	-1	-11	-5.6%
O=C(c1ccccc1S(=O)(=O)NCC(O)COc1ccc([N+](=O)[O-])cc1)N1CCCCC1 (stereo not drawn)	-0.2	-0.16	0.69	0.49	-1.5	1420	-0.52	1624	3.7%	/	/	i	-4	2.2	2.2	2.1	12	-5	-4.1%
Cc1ccc(C)c(NC(=O)COc2cccc3c2CCN(Cc2ccccc2C)C3=O)c1	-0.3	-0.078	-0.22	-0.12	-0.8	1013	-0.87	1466	-1.3%	-1	601	i	8	5.3	2.3	5.2	6	-3	-6.3%
C/C(=N\NC(=O)CCn1nnc2ccccc21)c1ccco1	-0.76	-0.27	-0.38	1.2	2.3	1101	-1.2	1416	/	0	731	/	/	/	/	/	/	/	/
N=C1S/C(=C\c2ccc(-c3cccc(Cl)c3)o2)C(=O)N1c1nccs1	-0.88	-0.2	-0.65	0.29	1.9	1075	2.1	762	7.8%	-80	480	+	29*	4.2	0.6	4.2	-4	-20	-6.6%
CC(=O)Nc1ccc(S(=O)(=O)NCCNC(=O)c2ccccc2F)cc1	1.9	-0.26	0.16	-0.5	0.3	998	0.38	1594	2.8%	17	642	i	5	3.7	1.0	9.1	8	18	-6.5%
Cc1cc(C)cc(NS(=O)(=O)c2cc(C(=O)NCc3ccccn3)ccc2Cl)c1	-0.64	-0.31	-0.46	0.21	-4.1	1111	-0.08	1504	-0.3%	-16	674	i	1	2.7	1.7	3.4	-8	-6	-1.1%
CC(NC(=O)c1ccc2c(c1)OCO2)C(c1cccs1)N1CCN(c2ccccc2)CC1 (stereo not drawn)	-0.23	-0.26	0.49	0.28	0.4	1244	0.45	1055	/	0	710	/	/	/	/	/	/	/	/
CSc1nc2c(c(=O)[nH]1)C(c1ccc(F)cc1)CC(=O)N2 (stereo not drawn)	0.3	-0.22	0.21	0.3	0.7	1094	-0.37	1180	-1.3%	3	696	i	2	1.7	2.3	0.9	-10	-3	-4.8%
Fc1cc(F)c2nc(N3CCOCC3)sc2c1	-0.34	-0.22	-0.27	0.085	0.1	1038	1.1	1524	-2.7%	-3	652	i	-12	2.4	2.2	7.1	-10	6	-2.6%
CCN(CC)C(=O)COc1ccc2oc(C)c(C(=O)OC)c2c1	0.98	-0.28	0.29	0.31	/	/	-0.06	1242	-2.2%	0	754	i	-6	3.8	2.5	2.1	-3	-18	-4.5%
O=C(Nc1cc(N2CCOCC2)ncn1)c1ccccc1	0.024	-0.23	0.17	0.47	-7.8	979	/	/	1.9%	/	/	i	-7	1.9	1.4	1.6	5	12	-1.5%
COc1ccccc1C1C(C#N)=C(N)Oc2cc(C)n(CCCn3ccnc3)c(=O)c21 (stereo not drawn)	2.7	-0.26	1.2	-1.7	-4.8	1191	0.64	1436	-3.6%	2	726	i	6	2.9	1.0	7.3	13	18	-8.6%
Cc1noc(C)c1C(=O)OCC(=O)Nc1cccc(S(N)(=O)=O)c1	-0.12	-0.31	0.53	0.17	-5.6	1061	0.08	1541	0.0%	-8	632	i	15	4.0	2.6	6.1	6	3	-1.4%
CC(=O)Nc1ccc(S(=O)(=O)N(C)CC(=O)OCC(=O)N2CCc3ccccc32)cc1	-0.54	-0.19	0.26	0.33	2.9	956	-0.21	806	3.5%	-3	807	i	0	2.8	1.3	7.2	-2	5	-2.7%
Cc1nc(CCNC(=O)CC2C(=O)NCCN2Cc2ccoc2)nc2c1CCCC2 (stereo not drawn)	1.2	-0.19	0.79	-0.84	0.4	1152	0.76	1369	-1.3%	-4	691	i	-38	1.7	1.2	3.5	-8	-2	-7.8%
CN(C)CCCN(C(=O)COc1ccc(Cl)cc1)c1nc2c(F)cccc2s1	0.04	0.12	-0.083	0.04	-3.0	1117	-0.91	1260	0.2%	24	674	i	4	1.8	1.4	0.3	0	5	-3.4%
COCCN(C(=O)CSc1ncc(C(F)(F)F)cc1Cl)c1c(N)n(Cc2ccccc2)c(=O)[nH]c1=O	-0.82	0.15	-0.49	0.29	0.2	1133	2.3	1457	-1.5%	-4	676	i	-6	4.1	0.9	15	-9	7	4.0%
CCN(CC)S(=O)(=O)c1cccc(-c2nnc(-c3ccc(C)cc3)o2)c1	-0.11	0.22	0.45	-0.64	1.2	1216	0.02	905	0.1%	7	751	i	-8	1.6	1.6	8.0	6	-5	-4.1%
O=C(NC1CCCCC1)NC12CC3CC(CC(C3)C1)C2	0.22	-0.26	0.3	-0.37	0.7	1045	-0.67	1139	0.8%	1	706	i	9	2.5	1.8	4.8	-1	-20	-1.9%

More compounds follow:
SMILES	Dynein cargo inh	Dynein cargo inh cytoplasmic EGFP	Dynein cargo inh nuclear GR-EGFP	Dynein cargo inh cell count	bCat nuc transl	bCat nuc transl cell count 5 µM	Ins promoter up	Ins promoter up cell count	ER stress rescue	Hep lipid drop	Hep lipid drop cells 6.5 µM	Autophagy mod	Autophagy mod cell loss 18 h	MT stabilize HCS	MT stabilize HCS Hoechst-high %	MT stabilize HCS cytotoxicity %	WT yeast gro inh	WT yeast gro inh mutant strain	XIAP displacement
O=C(CCc1ccccc1)OCC(=O)c1ccc(Br)cc1	-0.44	-0.32	-0.35	0.61	1.1	1093	-0.25	1411	-1.6%	7	637	i	-8	2.2	3.2	3.5	-6	15	-0.8%
CCOC(=O)C1CCN(Cc2cnc(Oc3ccc(N)cc3)s2)CC1	-0.21	-0.17	-0.63	0.51	0.1	995	0.91	1149	-2.7%	2	664	i	6	1.5	1.5	7.4	-2	-77	0.5%
COC(=O)c1ccc(NC(=S)NC(=O)c2c(Cl)cnn2C)cc1	-0.37	-0.26	-0.25	0.4	-1.3	988	/	/	-4.1%	2	687	i	36	5.5	2.6	6.3	15	12	-4.5%
CC(=O)c1ccc(S(=O)c2ccccc2)cc1 (stereo not drawn)	-0.25	-0.25	-0.29	1.7	0.7	1143	0.52	1899	-1.8%	-1	709	i	-24	4.0	2.0	4.2	5	20	-2.6%
O=C(O)COc1ccccc1/C=C1\SC(=Nc2ccc(F)cc2)N(c2ccc(F)cc2)C1=O	1.5	-0.15	1.1	-0.86	4.6	934	-0.36	1639	0.3%	18	688	i	-19	6.3	1.1	9.4	-5	5	-3.8%
CCN(CC)CC1(O)CCN(C(=O)c2ccc(Cl)c(Cl)c2)CC1	-0.59	-0.24	-0.25	0.35	0.2	868	0.38	1578	0.1%	-1	657	i	-34	2.6	2.2	6.9	-4	-4	-2.2%
CN1CCN(C(=S)SCc2nc(N)nc(Nc3ccc(F)cc3)n2)CC1	-0.19	-0.33	0.18	0.75	1.3	1485	-0.29	1556	-0.6%	-1	742	i	11	2.4	4.5	12	-5	7	-0.7%

Rewritten comma-delimited: entries from further up
structure,Dynein cargo inh,Dynein cargo inh cytoplasmic EGFP,Dynein cargo inh nuclear GR-EGFP,Dynein cargo inh cell count,bCat nuc transl,bCat nuc transl cell count 5 µM,Ins promoter up,Ins promoter up cell count,ER stress rescue,Hep lipid drop,Hep lipid drop cells 6.5 µM,Autophagy mod,Autophagy mod cell loss 18 h,MT stabilize HCS,MT stabilize HCS Hoechst-high %,MT stabilize HCS cytotoxicity %,WT yeast gro inh,WT yeast gro inh mutant strain,XIAP displacement
CCOC(=O)C1CCN(Cc2cnc(Oc3ccc(N)cc3)s2)CC1,-0.21,-0.17,-0.63,0.51,0.1,995,0.91,1149,-2.7%,2,664,i,6,1.5,1.5,7.4,-2,-77,0.5%
COC(=O)c1ccc(NC(=S)NC(=O)c2c(Cl)cnn2C)cc1,-0.37,-0.26,-0.25,0.4,-1.3,988,/,/,-4.1%,2,687,i,36,5.5,2.6,6.3,15,12,-4.5%
